Compound activity as filed in PubChem BioAssay.
Shn3 3UTR inh – reduction of Shn3 3'UTR firefly luciferase signal, primary screen, Schnurri-3 inhibitor project, cell-based, Clone20 osteoblasts, set 2; Clone20 osteoblast Shn3 3'UTR firefly luciferase, 24 h; AID 588674, 2011; 0.52% of 360,000 active; inhibition, % at 12.5 µM;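 active = mean inhibition of at least 75% with every replicate also reaching 75%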;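 note: 0% = median of neutral control wells and 100% = pilot-screen positive control compound; some compounds past the cut are filed as inactive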
KKLEB tox – cytotoxicity in KKLEB CF airway cells, primary screen, cytotoxicity control for CF NF-kB inhibitor project, cell-based, uHTS, fluorescence assay plates; 0.36% of 360,000 active; AID 602141, 2011; activity change (cytotoxicity), % at 5 µM; KKLEB CF airway cells viability, ATPlite luminescence, overnight; stronger effect = lower value; cells stimulated with P. aeruginosa culture filtrate;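 active = corrected activity change at or below -50% at 5 µM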
MITF TRPM1 inh – inhibitors of MITF-dependent TRPM1 promoter reporter, primary screen, cell-based, SK-MEL-5, single point, luciferase; 0.83% of 330,000 active; inhibition, % at 12.5 µM; SK-MEL-5 TRPM1 promoter luciferase, 24 h;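 active = mean inhibition across replicates of 60% or more, whatever share of single replicates reaches that level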; note: values of inactives mirror those of a sister screen read the other way
Peg3 promoter – Peg3 promoter-driven luciferase inhibitors, primary screen, cell-based, HeLa, luciferase luminescence; HeLa PEG-Prom luciferase reporter, overnight; inhibition, % at 20 µM; 1.7% of 360,000 active;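 active = inhibition of at least 50% at 20 µM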
TRAIL sens C8 – viability loss with TRAIL in NB7+C8 cells, primary screen, TRAIL sensitizer project, cell-based, ATPlite luminescence. inhibition (viability loss, TRAIL sensitization), % at 10 µM. AID 624354, 2012. 1% of 360,000 active;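 active = compounds causing at least 50% loss of cell viability in the single-dose screen, relative to plate controls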
CF NFkB block – inhibitors of PAF-induced NF-kB signaling, primary screen, cell-based, GFP fluorescence, uHTS; KKLEB NF-kB-GFP reporter, GFP fluorescence overnight; inhibition, % at 5 µM; 0.86% of 360,000 active;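 active = at least 50% inhibition at 5 µM, scaled per plate between neutral and stimulator controls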;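 note: PAF is a Pseudomonas aeruginosa culture filtrate used as stimulus; plate controls were PAF-stimulated DMSO wells for no effect and unstimulated DMSO wells for full effect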
TWEAK-Fn14 inh – inhibitors of TWEAK-Fn14 signaling, primary screen, luciferase reporter cells, uHTS. TWEAK-stimulated Fn14 reporter cells, luciferase luminescence, 8 h. inhibition, % at 10 µM. 2% of 360,000 active. AID 1159606, 2016; in the data active = inhibition above about 50%
TROY signal inh – inhibitors of TROY-driven NF-kB signaling, primary screen, Q293 LMP1-TROYcd cells, NF-kB luciferase, uHTS | Q293 LMP1-TROYcd NF-kB luciferase reporter, 4 h | inhibition, % at 10 µM | 0.98% of 360,000 active;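 active = compounds whose plate-normalised and pattern-corrected inhibition of the luciferase reporter signal at the single screening dose is 50% or more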
NR2E3 ag-1 – inhibitors of NR2E3-RetCOR corepressor binding, primary screen, NR2E3 agonist project, biochemical, TR-FRET, GST-NR2E3, biotin-RetCOR; Photoreceptor-specific nuclear receptor (Homo sapiens), Q9Y5X4; 1536-well; inhibition of corepressor binding, % at 4.78 µM; 0.12% of 320,000 active; AID 2300, 2010;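 active = percent inhibition above the cutoff of mean plus 3 SD of all tested compounds, set per screening campaign, cut at about 20% in these data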;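 note: 0% = DMSO wells and 100% = biotin wells as full block of FRET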
Target sequence (Q9Y5X4 whole entry, looked up): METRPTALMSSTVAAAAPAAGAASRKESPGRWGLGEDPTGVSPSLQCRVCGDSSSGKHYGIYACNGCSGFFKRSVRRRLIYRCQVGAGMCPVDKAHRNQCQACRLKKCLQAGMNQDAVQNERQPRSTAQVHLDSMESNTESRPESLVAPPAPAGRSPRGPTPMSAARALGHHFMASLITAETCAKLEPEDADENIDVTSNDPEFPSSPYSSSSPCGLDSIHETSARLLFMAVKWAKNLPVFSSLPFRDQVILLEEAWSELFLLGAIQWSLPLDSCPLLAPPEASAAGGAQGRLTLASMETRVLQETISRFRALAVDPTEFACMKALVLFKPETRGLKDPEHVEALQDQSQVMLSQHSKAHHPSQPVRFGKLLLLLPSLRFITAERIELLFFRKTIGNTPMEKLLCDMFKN
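Material – GST-tagged NR2E3 plus biotinylated RetCOR corepressor · Quantity – NR2E3 fusion 1.35 nM · Times – 5 h incubation at 4 °C · Medium – pH 7.5 Tris-based buffer · Technique – TR-FRET, Eu(K)-anti-GST donor, streptavidin-D2 acceptor, ex 340, em 617/671 nm · Benchmarks – high control biotin, low control 0.6% DMSO · Format – 1536-well plates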
NR2E3 ag-2 – NR2E3 agonists in two-hybrid cells, primary screen, cell-based, luminescence, CHO-S, Gal4-NCOR/VP16-NR2E3. luciferase. inhibition of corepressor binding, % at 3.98 µM. 0.35% of 360,000 active. AID 602229, 2012;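 active = inhibition above the mean of all tested compounds plus 3 SD, cut at about 70% in these data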;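 note: 0% = DMSO with NR2E3 transfected cells and 100% = cells lacking NR2E3 construct; higher means lower luciferase signal from less NR2E3 corepressor binding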
HIF-2a block – HIF-2a reporter inhibitors, primary screen, luminescence, 786-0 RCC cells. 786-0 RCC cells HIF-2a reporter, luciferase luminescence, overnight. inhibition, % at 18.8 µM. 0.72% of 360,000 active;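 active = inhibition of the luminescence signal of 40% or more relative to plate controls, in a single-dose primary screen at 18.75 µM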
* marks the source's active call; other numbers are inactive results; · = not tested or not shown. Some of the compounds tested. The share of hits here may be higher or lower than overall.

SMILES	Shn3 3UTR inh	KKLEB tox	MITF TRPM1 inh	Peg3 promoter	TRAIL sens C8	CF NFkB block	TWEAK-Fn14 inh	TROY signal inh	NR2E3 ag-1	NR2E3 ag-2	HIF-2a block
CC(=NCCCn1ccnc1)c1c(-c2ccccc2)[nH]n(-c2nc3ccccc3s2)c1=O	9	1	-6	24	0	0	34	-29	-1	-38	-8
CCCn1c(NC(=O)c2ccccc2Br)nc2ccccc21	-4	-2	1	-12	4	4	34	-11	0	-21	-64
O=C(CCNC(=O)N1CCn2c1nc1ccccc12)NCc1ccccc1Cl	-18	-13	6	-11	-14	12	0	-4	1	4	-11
CCCCOc1ccc(N(CC(=O)NC2CCCC2)C(=O)CCC(=O)Nc2ccccn2)cc1	-1	1	11	9	-4	-1	-1	21	4	-9	3
Cc1c(Cl)cccc1NC(=S)N(CCCN1CCOCC1)Cc1cccs1	-12	-14	0	14	-7	-5	-8	-15	-1	17	19
O/N=C/c1ccccc1Oc1ccc(Cl)cc1	2	-11	0	4	2	14	24	5	2	-19	1
COCCSc1nc(N)c2c3c(sc2n1)CN(C)CC3	-14	-1	-16	-11	3	2	-11	-9	-1	-20	-3
CC(=O)c1ccc(N2CCN(c3ccc(C(F)(F)F)cn3)CC2)cc1	61	9	-7	-7	36	7	12	19	5	-8	-7
CCOC(=O)c1cnc2c(Cl)c(Cl)ccc2c1NCCN1CCOCC1	44	-12	-12	10	16	-23	-57	-37	2	-17	4
c1ccc(OCCOc2cccc3cccnc23)cc1	-80	0	-35	-132	3	-4	-30	-48	-1	-24	-155
CN(C)C(=O)OCC1COc2ccccc2O1 (stereo not drawn)	23	2	0	-11	2	-5	-2	-18	2	-17	-24
COc1ccc(OCC(=O)NNC(=O)c2ccccn2)cc1	28	-6	12	10	21	-1	-16	-15	1	-31	21
Cc1nnc(SCC(=O)NC23CC4CC(CC(C4)C2)C3)n(N)c1=O	-18	-18	-11	-7	6	-5	97*	85*	2	-9	68*
O=C(c1ccc(N2C(=O)C3CCCCC3C2=O)cc1)N1CCCCC1 (stereo not drawn)	14	9	-1	9	4	-24	24	5	-3	9	4
Cc1ccc(Cn2nc3c4cc(F)ccc4n(Cc4ccc(F)cc4)cc-3c2=O)cc1	3	0	8	6	13	-22	12	-17	·	-12	16

3 entries already listed, sorted by the value under MITF TRPM1 inh, ascending:
Molecule	Shn3 3UTR inh	MITF TRPM1 inh	Peg3 promoter	CF NFkB block	TWEAK-Fn14 inh	NR2E3 ag-1	NR2E3 ag-2	HIF-2a block
COCCSc1nc(N)c2c3c(sc2n1)CN(C)CC3	-14	-16	-11	2	-11	-1	-20	-3
CC(=O)c1ccc(N2CCN(c3ccc(C(F)(F)F)cn3)CC2)cc1	61	-7	-7	7	12	5	-8	-7
Cc1c(Cl)cccc1NC(=S)N(CCCN1CCOCC1)Cc1cccs1	-12	0	14	-5	-8	-1	17	19

The listing continues.
SMILES	Shn3 3UTR inh	KKLEB tox	MITF TRPM1 inh	Peg3 promoter	TRAIL sens C8	CF NFkB block	TWEAK-Fn14 inh	TROY signal inh	NR2E3 ag-1	NR2E3 ag-2	HIF-2a block
COCCNC(=O)C1CCCN(Cc2ccc(C)cc2)CC1 (stereo not drawn)	-4	4	·	5	4	16	23	-1	·	-4	1
COc1cc(S(=O)(=O)Nc2cccc(C)c2)ccc1NC(=O)c1cccnc1	4	-8	6	16	-9	15	18	8	1	-2	6
CCCn1c(=O)c(C(=O)NNC(=O)c2cccc([N+](=O)[O-])c2)c(O)c2ccccc21	-8	-4	3	12	1	-2	16	13	2	-7	17
COc1cc(OC)cc(C(=O)NCC(=O)OCc2csc(-c3ccccc3)n2)c1	0	3	5	-44	0	-11	-4	7	4	-12	-52
Cc1nnc(-c2cnn(C)c2N)n1Cc1cccc(Cl)c1	3	6	0	14	3	6	-16	-10	1	-18	3
CSc1nnc(-c2cnccn2)n1CCCN1CCCC1=O	12	17	4	-3	0	0	-2	-17	0	11	10
CCOC(=O)N1CCC(NC(=O)C2=CCN(S(=O)(=O)c3ccc(OC)cc3)CC2)CC1	-1	-3	8	13	-2	10	8	16	2	12	3
O=C(CN1CC(=O)Oc2ccccc21)OCC(=O)c1ccccc1	13	-59*	16	59*	-10	50*	-2	-29	4	-32	18
Nc1nnnn1CC(=O)N/N=C/c1ccccn1	3	5	15	18	-5	-8	-7	-6	2	-18	15
COc1cc2c(cc1OC)C(C(=O)N(C)Cc1ccccc1)C(c1cccnc1)N(C)C2=O (stereo not drawn)	-1	12	13	17	-4	-6	-13	-2	5	-22	14
CCC1C(=O)NCCN1Cc1nc(-c2ccc(C)s2)oc1C (stereo not drawn)	5	6	6	3	2	-17	-6	3	1	0	5
O=C(NCCc1ccccc1)c1ccc(-n2cnnn2)cc1	-34	7	-39	-122	3	6	-12	6	4	-47	-94
CS(=O)(=O)c1cccc(-c2nnc(NC(=O)C3=COCCO3)o2)c1	-14	6	11	0	16	-3	-3	-5	-3	2	2
O=C1CSCN1c1cc(Cl)ccc1Cl	-2	6	-5	5	32	-14	-8	-11	1	8	6
CNC(=S)N1N=C(c2ccc(C)cc2)CC1c1ccc(N(C)C)cc1 (stereo not drawn)	-2	-11	-13	-10	1	5	17	-2	2	-2	-39
CCC(=O)Nc1cccc(C(=O)OCC(=O)c2ccccc2Cl)c1	-38	-12	-68	-181	-5	5	-15	-69	0	-73	-145
CCc1ccc(C(=O)CC2(O)C(=O)N(CN3CCOCC3)c3ccccc32)cc1 (stereo not drawn)	-4	5	-14	6	4	4	-4	-18	-3	-17	-22
CN1CCN(c2ccc(Cl)cc2NC(=O)c2cccc(S(=O)(=O)N(C)C)c2)CC1	-15	-24	-8	-2	-15	6	12	13	1	1	2
Cc1ccc(S(=O)(=O)N(C)/C(=N/S(=O)(=O)c2ccccc2)c2ccccc2)cc1	-34	5	-5	15	-7	2	8	-13	1	3	3
Cc1cccc(OCC(=O)O/N=C(\N)c2ccccn2)c1C	-57	6	-86	-272	8	8	-23	-80	2	-96	-231
COC(=O)C(C)NC(=O)c1cn(-c2ccccc2OC)c(=O)c2ccccc12 (stereo not drawn)	-9	5	14	11	-29	-14	10	-16	2	-31	7
CN(C)c1ccc(/C=C(\NC(=O)c2ccccc2)C(=O)NCCCN2CCOCC2)cc1	-13	6	7	-8	-10	-9	9	-29	-3	-24	3
Cc1ccc(C(=O)CC(C(=O)O)n2cccn2)cc1 (stereo not drawn)	7	9	-3	-7	7	4	-1	2	-3	-14	7
COc1cc(NC(=O)c2ccc3c(c2)OCO3)ccc1NC(=O)c1cccs1	-14	20	-7	-49	-5	-19	6	-15	0	-8	-131
CCCC1S/C(=N/N=C/c2cccs2)NC1=O (stereo not drawn)	-15	-8	-16	-23	-6	-8	-29	14	0	-50	-37
COc1ccc(C2CC(c3ccccc3)=NN2S(=O)(=O)c2ccccc2)c(OC)c1 (stereo not drawn)	9	12	6	30	0	8	0	-36	-1	-20	1
CCOC(=O)C1=CCN(Cc2ccccc2)CC1	-14	7	3	-2	-20	15	1	-21	3	19	10
O=S(=O)(/C=C/c1ccccc1)N1CCN(c2cccc(Cl)c2)CC1	-13	13	11	9	-3	-6	9	-16	1	9	1
C=CCOc1cc(C)nc(-c2ccccc2O)n1	8	4	-2	-15	-18	6	1	-21	2	-41	-9
CC1CN(C(=O)COC(=O)/C=C/c2ccccc2)CC(C)O1 (stereo not drawn)	-23	10	·	4	-10	-13	0	-14	·	1	6
Nc1nc(Nc2ccc(Cl)cc2)n[nH]1	-21	3	2	-3	2	-2	1	-17	-5	-13	-16
CCOC(=O)CSc1nc2ccccc2c(=O)n1Cc1ccco1	-8	-9	5	17	-11	8	4	2	-1	-8	4
CC1CN(C(=O)c2ccc3c(c2)OCO3)CC(C)O1 (stereo not drawn)	12	3	1	-15	-5	1	17	-8	1	-9	10
Cn1c(=O)[nH]c2ccc([N+](=O)[O-])nc21	-44	1	-11	-123	-14	-11	5	6	-2	-25	11
O=C(O)C1CCN(C(=O)COc2ccc3c4c(c(=O)oc3c2)CCC4)CC1	-7	0	-8	10	1	-10	-14	-7	0	-14	-2
CN(C)CC(O)COc1ccc(C(C)(C)c2ccc(OCC(O)CN(C)C)cc2)cc1 (stereo not drawn)	-3	-18	66*	78*	-7	27	-85	-11	-6	-11	24
CCCNC(=O)NC(=O)COC(=O)c1oc2ccc(OCC)cc2c1C	-12	-5	-2	-24	-2	25	-8	-18	3	-12	2
CC(=O)c1ccccc1NC(=O)CCCNC(=O)c1ccc(Cl)cc1	14	6	14	21	-11	-2	-9	-26	1	-9	18
O=c1c(-c2n[nH]c(=S)o2)cccn1Cc1ccccc1	2	0	8	-3	-10	9	-68	-17	4	9	8
c1ccc(N2CCN(c3nc4ccccc4n4cnnc34)CC2)cc1	8	-3	-17	-4	5	-15	1	-7	-1	-4	6
O=C1Oc2ccccc2C2(O)C3CCCCCC3C12 (stereo not drawn)	-9	-2	-15	9	-5	3	-8	-10	1	24	13
Cc1ccc(CNC(=O)c2sccc2-n2cccc2)cc1	8	-10	3	18	14	10	31	·	1	-5	-1
CCOc1ccccc1N1CCN(C(=O)c2cc[n+]([O-])cc2)CC1	2	5	15	8	-4	-3	10	4	0	-27	13
O=C(O)C1CSC(c2ccc(O)c([N+](=O)[O-])c2)N1 (stereo not drawn)	-29	4	13	7	14	-10	-5	-15	·	-39	1
CN(C)/C=C1\C(=O)NN=C1C(F)(F)F	12	14	1	15	3	-4	-3	-2	1	-1	14
COc1ccc(C(=O)Nc2cc(C)nc3ccccc23)cc1OC	42	-1	5	3	2	-10	6	0	-2	-8	2
O=c1oc2cc(O)ccc2cc1-c1nc2c(s1)CCc1ccccc1-2	0	-4	7	13	-1	-396	26	9	4	-30	-59
Cc1cc([N+](=O)[O-])nn1CC(=O)NCc1ccco1	-1	14	-5	3	4	-3	1	-12	-4	-17	12
COc1cc(NC(=S)NC(=O)c2ccccc2F)ccc1NC(=O)c1cccs1	-15	-7	-11	-17	0	2	-20	-7	-1	8	-68
